Assay outcomes deposited in PubChem by several laboratories.
GALR2 antag = GALR2 (human) receptor antagonism | O43603 | GALR2-expressing cells, antagonist mode | inhibition, % at 4 µM | AID 828 | actives 0.39% (n = 140,000); in the data active = inhibition above about 27%;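 also: cells stimulated with galanin 1-16 at roughly its EC80; 0% = agonist challenge control and 100% = basal control without agonist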
Target sequence (O43603 whole entry, looked up): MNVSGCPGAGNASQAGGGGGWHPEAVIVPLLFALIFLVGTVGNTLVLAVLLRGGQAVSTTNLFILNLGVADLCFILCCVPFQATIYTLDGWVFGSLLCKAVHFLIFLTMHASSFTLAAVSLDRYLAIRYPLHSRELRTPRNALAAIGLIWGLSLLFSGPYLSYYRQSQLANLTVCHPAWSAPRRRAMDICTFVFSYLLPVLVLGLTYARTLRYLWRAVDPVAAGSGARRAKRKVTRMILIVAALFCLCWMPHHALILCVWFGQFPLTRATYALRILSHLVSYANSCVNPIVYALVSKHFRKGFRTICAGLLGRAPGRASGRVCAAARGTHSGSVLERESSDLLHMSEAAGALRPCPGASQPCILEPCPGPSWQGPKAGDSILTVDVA
Measles CPE = protection of cells from measles virus; actives 1.5% (n = 140,000); Measles virus-infected cells, CPE protection, absorbance; protection (pct of control), % at 4 µM; AID 841; in the data active = protection mostly above about 24%, no sharp cut-off; inactive = mostly below about 26%; also: some compounds called inactive have numbers as strong as hits
MRP-1 activ = MRP-1 activation | H69AR cells + doxorubicin, viability rescue, CellTiter-Glo | viability increase, % at 10 µM | actives 0.61% (n = 140,000) | AID 799;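 active = viability gain under doxorubicin at or above a set limit, the compound median plus 3 SD, cut at about 4.7% in these data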;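 also: MRP-1 overexpressing cells given doxorubicin 25 µM after compound pretreatment; 18-22 h compound pretreatment then 72 h with doxorubicin before readout; 0% = doxorubicin-only wells and 100% = vehicle-treated cells without doxorubicin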
Phagocyt inh = blocks phagocytosis by macrophages; actives 0.07% (n = 110,000); J774A.1 macrophage IgG-bead phagocytosis, imaging; inhibition, % at 5 µM;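 active = inhibition above the mean of the plate negative controls plus 5 SD, cut at about 13% in these data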;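 also: phagocytic index as fraction of beads internalized from green versus red external bead signal; plate controls were DMSO negative control for no effect and cytochalasin-D positive control for full effect; some results beyond the cut were filed as inactive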
E-sel TNF inh = TNF alpha driven E-selectin expression inhibition; inhibition, % at 2 µM; AID 1246; HUVEC TNFa-induced E-selectin immunofluorescence, high content; actives 0.71% (n = 120,000);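 active = inhibition above the batch mean plus 3 SD, and confirmed as a hit on visual image review, cut at about 43% in these data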;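 also: 0% = TNF-stimulated DMSO wells and 100% = unstimulated control wells; not every result past the cut was called active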
NPY Y2 blocker = NPY-Y2 (human) receptor antagonism; P49146; NPY-Y2 expressing cells, antagonist mode; inhibition, % at 2.7 µM; actives 0.99% (n = 140,000); in the data active = inhibition above about 17%;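 also: 0% = vehicle with agonist challenge and 100% = reference antagonist with challenge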
Target sequence (P49146 whole entry, looked up): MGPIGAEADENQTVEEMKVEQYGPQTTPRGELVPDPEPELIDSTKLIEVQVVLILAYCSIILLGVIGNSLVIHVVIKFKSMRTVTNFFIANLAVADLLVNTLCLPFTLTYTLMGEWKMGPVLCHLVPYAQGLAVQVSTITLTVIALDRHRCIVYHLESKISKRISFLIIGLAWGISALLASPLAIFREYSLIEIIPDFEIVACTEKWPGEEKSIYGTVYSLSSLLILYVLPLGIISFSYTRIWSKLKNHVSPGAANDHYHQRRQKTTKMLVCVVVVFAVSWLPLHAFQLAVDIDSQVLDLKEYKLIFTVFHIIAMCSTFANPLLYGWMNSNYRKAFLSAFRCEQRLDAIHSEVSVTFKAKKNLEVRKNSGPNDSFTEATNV
Yeast life ext = extends the lifespan of yeast | S. cerevisiae growth with nicotinamide, OD615; deaD strain in restrictive glucose medium | inhibition of the nicotinamide effect, % at 10 µM | AID 775 | actives 0.68% (n = 130,000);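 active = inhibition above a set limit, placed 3 SD over the median of all compounds, cut at about 26% in these data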;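 also: 0% = nicotinamide-treated wells and 100% = cells grown without nicotinamide; some compounds called inactive have numbers as strong as hits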
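Test system – modified budding yeast, DeaD strain · Compound – single dose 10 µM compound, 0.25% DMSO · Times – culture preincubation 4 h, compound exposure 48 h, both 30 °C · Detection – optical density (absorbance) at 615 nm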
HCT116 bCat-KO = beta-catenin-lacking colon tumor cell growth suppression; actives 1.5% (n = 140,000); AID 818; HCT116 beta-catenin knockout viability, CellTiter-Glo, 60 h; active compounds read low; viability, % at 10 µM;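 active = viability at or under a set limit, the compound median less 4 SD, cut at about 6% in these data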;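 also: 0% = Hyamine 1622 control at 20 µM and 100% = untreated cell control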
Yeast growth inh = reduces growth of yeast BB579 in restrictive medium; S. cerevisiae BB579 growth, OD615, 48 h; inhibition, % at 10 µM; actives 0.51% (n = 140,000); AID 804;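 active = inhibition above a set limit, 3 SD over the mean compound inhibition, cut at about 44% in these data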; also: inactives centre near -24
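controls = amphotericin B 10 µg/mL, positive | assay system = DeaD yeast strain BB579 | schedule = 48 h compound exposure at 30 °C after 4 h preincubation | detection = OD615 turbidity measurement | medium = restrictive CSMM-D medium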
PTEN del growth = growth suppressors of cells with PTEN tumor suppressor deletion; HCT116 PTEN-null viability, CellTiter-Glo, 60 h; active compounds read low; viability, % at 10 µM; actives 1.2% (n = 140,000);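 active = viability at or below a set limit, 4 SD under the median of all tested compounds, cut at about 3.7% in these data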;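 also: PTEN knockout HCT116 line with beta catenin targeted HCT116 as companion control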
The depositor's hits bear a star; nt = not tested or not shown.

SMILES	GALR2 antag	Measles CPE	MRP-1 activ	Phagocyt inh	E-sel TNF inh	NPY Y2 blocker	Yeast life ext	HCT116 bCat-KO	Yeast growth inh	PTEN del growth
CC(C)C1(C(C)C)OC(=O)c2ccccc21	-8	7	-0.6	-2	nt	2	1	98	-2	96
O=C(O)C1=C(C(=O)Nc2ccc(F)c(Cl)c2)CCCC1	9	8	-0.5	2	-12	0	-5	76	-37	93
CC1CC(N(C(=O)c2ccccc2Cl)c2ccccc2)c2ccccc2N1 (stereo not given)	2	6	-6.2	0	-12	18*	-11	39	-31	29
c1ccc2c(c1)nc1n2CCS1	-13	33	-0.6	0	19	2	-6	111	-33	99
O=C(CCCSc1nc2ccccc2[nH]1)NC(c1ccccc1)c1ccccc1	2	nt	-0.3	-7	nt	3	3	77	-24	66
Cc1ccc(OC(=O)CCc2c(C)nc3ncnn3c2C)cc1	10	20	-1.6	0	-4	2	-21	110	-16	97
CCCNc1nc(C)c(C(C)=O)cc1C#N	-6	0	0.8	0	nt	0	2	103	-16	96
O=C(CSc1ccc(-c2ccccc2)nn1)Nc1ccc2c(c1)OCCO2	1	7	0.0	-10	nt	3	0	92	-12	99
CCOn1c(=O)c(-c2cccc([N+](=O)[O-])c2)[n+]([O-])c2ccccc21	-5	26	-1.9	-3	-4	1	6	101	-35	84
Cc1ccccc1Cn1cnc2c(nnn2Cc2ccc(F)cc2)c1=O	-7	14	-0.8	0	16	8	6	87	-44	94
O=S(=O)(NC1CC1)c1ccc(S(=O)(=O)N2CCc3ccccc32)cc1	8	44*	-3.1	1	13	-1	8	75	-18	66
COc1ccc(NC(=O)CN(C)S(=O)(=O)c2ccccc2)cc1OC	3	2	-2.4	-1	3	-1	-7	94	10	105
Cc1ccc(S(=O)(=O)N2CCCCC2)cc1NC(=O)COC(=O)CNC(=O)c1cc(Cl)cc([N+](=O)[O-])c1	-2	20	-0.3	nt	nt	6	1	86	-50	90
Clc1ccc(CSc2ncnc3nc[nH]c23)cc1	4	6	0.4	-12	nt	3	-4	95	10	81
O=C(CSc1nc(Cc2ccccc2)nc2ccccc12)c1ccc2c(c1)OCCO2	-25	25	-0.7	1	nt	7	-5	70	-39	72
CC(C)(C)c1cc(C(c2cccnc2)N2CCN(CCO)CC2)cc(C(C)(C)C)c1O (stereo not given)	7	5	-5.7	0	6	2	18	1.7*	96*	1.7*
CCCOC(=O)Nc1sc2c(c1C(=O)OCC)CCC2	1	14	0.2	0	-5	1	-4	97	-40	100
O=C1C2ON(c3ccccc3)C(c3cccnc3)C2C(=O)N1c1ccccc1 (stereo not given)	-5	10	-0.2	nt	27	4	-4	94	-44	97
CC1=CC(c2ccc(Cl)cc2)n2nc(NS(=O)(=O)c3ccc(C)cc3)nc2N1 (stereo not given)	-14	24	-0.5	-1	-19	3	-7	101	-15	98
COc1ccc(/C=N\NC(=O)c2sc(N)nc2C)cc1OC	-14	2	-2.3	nt	9	7	-8	109	-8	108
CC1CCc2nc(N)c(C#N)c(-c3cccn3C)c2C1 (stereo not given)	1	14	-2.1	0	11	-2	-2	96	-7	96
CCOc1ccc(-c2csc(/C(C#N)=C\c3ccc(O)c([N+](=O)[O-])c3)n2)cc1	1	2	-4.8	-5	nt	-5	7	5.5*	-45	5
CCOC(=O)C(Cc1ccccc1)C(=O)Nc1ccc(N(CC)CC)cc1 (stereo not given)	4	9	2.4	nt	nt	2	-1	103	-21	95
Cc1onc(C(=O)N2CCN(Cc3ccccc3)CC2)c1[N+](=O)[O-]	-5	7	-2.4	nt	-20	-1	7	86	-23	94
Cc1c(Br)c(C(=O)NCc2cc3cc(Cl)ccc3[nH]2)nn1C	9	1	3.4	0	-25	0	-5	91	-26	87
N#C/C(C(=O)Oc1ccccc1)=C1\C=CC=CN1	9	12	-1.1	0	nt	-2	-6	106	-28	101
CCc1cc(C(=O)NNC(=S)NCC2CCCO2)cs1 (stereo not given)	6	2	-0.6	nt	-5	-1	-5	99	-17	108
CCc1ccccc1NC(=O)c1cc2sccc2n1C	12	16	1.4	1	-5	4	-6	75	-11	74
CCOC(=O)c1ccc(S(=O)(=O)N2CCNCC2)cc1	2	14	0.8	0	-6	3	-2	90	1	100
CCCCCCN1C=CC=C/C1=C/C=C(C#N)C#N	0	4	-1.5	-3	5	0	-7	76	-9	87
CN1C(=O)/C(=C/c2cn(CC(=O)N3CCCCC3)c3ccccc23)c2ccccc21	1	18	-4.5	0	11	8	-4	58	-22	40
CN(C)CCCOc1ccc(C(C)(C)c2ccccc2)cc1	-10	17	-6.5	nt	11	13	-9	34	0	31
CCOC(=O)N1[C@@H]2C=C(C)[C@@H]2[C@@H]2[C@@H](C)C(=O)N21	-1	14	-1.6	-5	nt	1	1	90	-7	101
CCOC(=O)c1cnc(-n2cc(C)cn2)nc1Nc1ccccc1OCC	-9	5	-0.5	nt	-23	-2	-26	48	-31	46
O=C1c2ccccc2C(=O)N1OCCOCCOCCON1C(=O)c2ccccc2C1=O	9	30	-1.5	-2	nt	-1	0	92	-14	101
CS(=O)(=O)Nc1cccc2cccnc12	9	4	-2.0	2	-18	2	-1	11	-14	12
Cc1nc(OCC(=O)c2ccc(Cl)cc2)c(C#N)c2c1COC(C)(C)C2	15	38	-0.2	-1	-1	8	-11	79	-38	72
O=C(CSc1oc(-c2ccc(F)cc2)nc1S(=O)(=O)c1ccc(F)cc1)NCC1CCCO1 (stereo not given)	-7	25	-5.2	nt	-13	1	-5	21	-34	9
FC(F)(F)c1cc(-c2cccs2)nc(N2CCOCC2)n1	-10	5	1.5	-4	6	6	-5	90	-19	86
CN(C)S(=O)(=O)c1ccc(NC(=O)N2CCN(c3ccccc3Cl)CC2)cc1	7	23	-0.2	0	21	1	-18	109	-14	92
O=C(Cc1cccs1)Nc1cccc(C(=O)Nc2ccco2)c1	25	17	-0.9	-1	-2	3	-15	92	-36	102
CCCn1c(N2CCOCC2)nc2c1c(=O)[nH]c(=O)n2C	4	10	-0.4	7	-5	-1	-6	99	7	93
Cc1cccc(Cn2c(N3CCc4ccccc4C3)nc3c2c(=O)[nH]c(=O)n3C)c1	-11	6	-1.2	-1	9	-2	-15	80	-53	81
COc1cc(NC2c3ccccc3C(=O)N2c2cc(C)ccn2)cc(OC)c1OC (stereo not given)	-2	10	-1.2	nt	5	2	12	98	-13	85
CCC/C=C(\CCC)C(NS(=O)(=O)c1ccc(C(F)(F)F)cc1)c1ccccc1 (stereo not given)	24	5	-4.6	nt	-1	1	11	27	-43	30
CC(C)C(NS(=O)(=O)c1cccc2nsnc12)C(=O)Nc1nc2ccc(Cl)cc2s1 (stereo not given)	-10	11	2.2	0	-3	-1	-3	51	15	63
COc1ccc(OC)c(C2N(c3ccccn3)C(=O)C3CCCN32)c1 (stereo not given)	-1	4	-3.9	0	nt	0	15	90	-54	89
CC(C)C[C@H]1C(=O)N2CCC[C@H]2[C@]2(O)O[C@](NC(=O)[C@@H]3C=C4c5cccc6[nH]c(Br)c(c56)CC4N(C)C3)(C(C)C)C(=O)N12 (stereo not given in full)	9	28	-2.1	nt	nt	0	8	48	-40	51
Clc1ccc(C2CC(c3ccco3)n3ncnc3N2)cc1Cl (stereo not given)	9	17	-5.4	nt	4	2	nt	76	-2	65
CCn1c(=O)c(=O)n(CC)c2cc(S(=O)(=O)N3CCc4ccccc43)ccc21	-1	18	-0.6	0	nt	2	-10	33	1	42
O=S(=O)(NCc1ccccn1)c1ccc2c(c1)OCCO2	-7	5	-0.9	-1	-26	4	0	105	-17	106
CCOC(=O)c1c(C)c(C(=O)NCc2ccc3c(c2)OCO3)c(C)n1C	14	7	-0.8	-1	nt	4	-15	80	-60	97
CCOC(=O)CSc1nc2c(sc(=S)n2CCc2ccccc2)c(=O)n1Cc1ccco1	-4	22	-1.8	-4	nt	5	-2	67	-40	61
O=C(/C=C/c1ccco1)Nc1ccc(Oc2ccc(Cl)cc2)cc1	3	9	-1.9	nt	nt	2	-5	43	-66	37
COc1ccc(-c2cc(C(F)F)n3ncc(C(=O)NCC4CCCO4)c3n2)cc1 (stereo not given)	-2	3	-4.9	-1	-25	29*	-4	62	-24	77
FC(F)(F)c1cc(C(F)(F)F)c2ccc(N/N=C/c3ccccc3)nc2n1	-1	5	-1.2	-2	nt	4	5	96	-46	99
COc1cccc(C(=O)Nc2cnc(NC(=O)c3ccco3)cc2C)c1	-8	9	-1.3	-1	6	6	-7	103	-20	103
COc1ccc(-n2cnnc2SC(C)C(=O)Nc2cccc([N+](=O)[O-])c2)cc1 (stereo not given)	-2	21	-1.2	-7	nt	9	-7	93	-33	88
N#Cc1c(-c2ccco2)cc(-c2ccc(F)cc2)nc1N	9	1	-3.7	-1	nt	0	-35	69	-47	61
CN(C1CCCCC1)S(=O)(=O)c1ccc(NC(=O)C2CCCCC2)cc1	2	11	-1.8	-2	14	2	-5	78	-31	70

(further entries)
SMILES	GALR2 antag	Measles CPE	MRP-1 activ	Phagocyt inh	E-sel TNF inh	NPY Y2 blocker	Yeast life ext	HCT116 bCat-KO	Yeast growth inh	PTEN del growth
O=C(c1cccs1)N1CCN(c2ccc(F)cc2)CC1	-1	4	-0.7	1	22	-2	1	102	-2	98
Cc1ccc(C(=O)O)cc1S(=O)(=O)N1CCSCC1	10	12	0.8	-1	-3	0	-7	90	0	94
O=C(N/N=C/c1ccc(-c2ccccc2C(=O)O)o1)c1cccs1	19	5	-1.9	nt	-5	1	2	101	-31	99
Cc1cc(C(=O)OCn2nnc3ccccc3c2=O)c(C)o1	5	15	0.5	0	-35	2	-13	95	1	95
CCOc1cc(CNc2ccccc2)cc(Br)c1OCc1ccc(F)cc1	3	3	-2.0	4	-49	1	-10	82	-42	68
Cn1c(=O)n(C)c2cc(S(=O)(=O)NCCc3ccccc3)ccc21	12	0	-1.8	0	8	2	-7	86	-50	85
Cc1nn(-c2ccccc2)c(NC(=O)c2cccs2)c(-c2ccc(Cl)cc2)c1=O	-18	7	-2.1	-6	nt	1	9	93	-24	90
S=c1[nH]nc(Cc2cccc3ccccc23)n1-c1ccccc1	5	17	0.1	-1	-5	7	-13	95	-22	108
CCCCCn1nc(C)c(/C=N/NC(=O)c2ccoc2C)c1C	4	5	0.0	nt	0	2	nt	87	-30	92
N#CC1(c2ccccc2)CCCN1C(=O)c1ccccc1Br (stereo not given)	-3	2	-0.7	0	8	-3	-3	102	-50	107
COc1ccc(S(=O)(=O)n2oc(=O)cc2-c2ccccc2)cc1OC	-7	9	-0.3	nt	10	5	18	98	57*	106

Part of the list above in a different format:
molecule | GALR2 antag | Measles CPE | MRP-1 activ | Phagocyt inh | E-sel TNF inh | NPY Y2 blocker | Yeast life ext | HCT116 bCat-KO | Yeast growth inh | PTEN del growth
Cn1c(=O)n(C)c2cc(S(=O)(=O)NCCc3ccccc3)ccc21 | 12 | 0 | -1.8 | 0 | 8 | 2 | -7 | 86 | -50 | 85
Cc1nn(-c2ccccc2)c(NC(=O)c2cccs2)c(-c2ccc(Cl)cc2)c1=O | -18 | 7 | -2.1 | -6 | nt | 1 | 9 | 93 | -24 | 90
S=c1[nH]nc(Cc2cccc3ccccc23)n1-c1ccccc1 | 5 | 17 | 0.1 | -1 | -5 | 7 | -13 | 95 | -22 | 108
